TR-FRET SRC-2 ct = TR-FRET signal artefacts, primary screen, artefact control for PPARgamma SRC-2 agonist project, biochemical | TR-FRET artefact counter-screen; active compounds read high | TR-FRET ratio at 8 µM | actives 0.4% (n = 200,000); in the data active = TR-FRET ratio above about 2000; also: inactives centre near 1500
PPARg SRC-1 ag = PPARgamma agonists recruiting SRC-1 coactivator, primary screen, biochemical; Peroxisome proliferator-activated receptor gamma (Homo sapiens), P37231; activation, % at 8 µM; actives 0.41% (n = 200,000); PPARgamma-SRC-1 coactivator recruitment biochemical assay; in the data active = activation above about 19%;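 also: 0% = DMSO and 100% = reference agonist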
Target sequence (P37231 whole entry, looked up): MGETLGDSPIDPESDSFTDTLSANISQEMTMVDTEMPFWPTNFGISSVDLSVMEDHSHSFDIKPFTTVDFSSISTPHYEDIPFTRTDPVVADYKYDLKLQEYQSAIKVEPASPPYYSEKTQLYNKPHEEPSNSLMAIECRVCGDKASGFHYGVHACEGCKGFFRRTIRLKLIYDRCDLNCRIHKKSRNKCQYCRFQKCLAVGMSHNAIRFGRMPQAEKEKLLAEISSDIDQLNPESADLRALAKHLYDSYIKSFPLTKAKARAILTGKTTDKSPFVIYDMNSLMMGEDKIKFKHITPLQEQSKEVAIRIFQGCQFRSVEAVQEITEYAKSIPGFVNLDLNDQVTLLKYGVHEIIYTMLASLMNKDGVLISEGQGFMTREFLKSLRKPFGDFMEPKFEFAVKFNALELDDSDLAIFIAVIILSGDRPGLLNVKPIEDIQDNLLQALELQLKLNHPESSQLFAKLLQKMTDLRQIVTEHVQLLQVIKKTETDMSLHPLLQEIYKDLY
PPARg SRC3 recr = PPARgamma agonists recruiting SRC-3 coactivator, primary screen, biochemical. biochemical PPARgamma/SRC-3 coactivator recruitment assay. activation, % at 8 µM. actives 0.26% (n = 200,000); in the data active = activation above about 23%;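 also: 0% = DMSO and 100% = reference agonist; some compounds past the cut are filed as inactive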
ROMK primary = ROMK potassium channel modulators, primary screen, cell-based, thallium flux, MLSMR library; ATP-sensitive inward rectifier potassium channel 1 (Homo sapiens), P48048; Tet-inducible ROMK, thallium flux fluorescence; actives lie on both sides; B-score at 10 µM; actives 2% (n = 130,000);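 active = signal ratio slope over the read window, or its plate-corrected B-score, at least 3 SD from the plate mean, either direction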;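 also: B-score of the F/F0 ratio slope over 7 to 12 s after thallium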
Target sequence (P48048 whole entry, looked up): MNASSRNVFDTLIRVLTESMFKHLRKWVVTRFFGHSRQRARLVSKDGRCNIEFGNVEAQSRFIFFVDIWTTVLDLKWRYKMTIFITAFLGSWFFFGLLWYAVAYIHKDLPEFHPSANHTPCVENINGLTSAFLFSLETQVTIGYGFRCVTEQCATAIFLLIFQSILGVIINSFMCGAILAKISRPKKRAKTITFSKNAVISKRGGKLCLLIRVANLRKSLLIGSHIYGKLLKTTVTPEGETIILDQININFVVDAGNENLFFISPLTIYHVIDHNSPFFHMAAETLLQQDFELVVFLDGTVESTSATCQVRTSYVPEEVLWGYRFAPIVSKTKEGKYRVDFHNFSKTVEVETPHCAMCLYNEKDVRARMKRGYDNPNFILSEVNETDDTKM
STAT3 act = IL-6 driven STAT3 reporter potentiators, primary screen, U3A cells, luciferase, luminescence, MLSCN library; IL-6 STAT3-luciferase reporter; 100% = signal with IL-6 EC80 alone; activation (% of control), % at 5.6 µM; actives 0.91% (n = 190,000);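 active = activation above the screen-wide mean of compound activation plus 3 SD, cut at about 130% in these data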;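 also: 0% = background luminescence of wells with medium and substrate only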
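Material: STAT1-lacking human U3A cells, STAT3 luciferase reporter | Benchmarks: IL-6-only wells as 100% reference | Probe or stimulus: IL-6 (33 ng/mL) | Timing: Compound 1 h, then IL-6 6 h at 37 °C | Detection: Luminescence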
TNAP act hi DEA = TNAP activators at high phosphate acceptor level, primary screen, biochemical, luminescence, uHTS | Alkaline phosphatase, tissue-nonspecific isozyme (Homo sapiens), P05186 | purified TNAP, CDP-star luminescence, 1 M DEA, 30 min; active compounds read high; 0 = EDTA background, 1 = DMSO-only activity | activation factor at 20 µM | 200,000 tested, under 10 active | AID 1136, 2008;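 active = activation factor at least 2 at 20 µM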
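system = human TNAP | amount = enzyme diluted 1/800 final | reagent = 100 µM CDP-star substrate | signal = luminescent substrate turnover signal | dosing = one dose, 20 µM | benchmarks = EDTA negative control, DMSO positive control | measure = activation factor | timing = 30 min reaction, room temperature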
STAT3 blocker = IL-6 driven STAT3 reporter inhibitors, primary screen, U3A cells, luciferase, luminescence, MLSCN library; inhibition, % at 5.5 µM; actives 0.89% (n = 190,000); IL-6 STAT3-luciferase reporter; host cell line lacks STAT1; AID 862, 2007;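 active = inhibition above the mean inhibition across all screened compounds plus 3 SD, cut at about 44% in these data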;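 also: 0% = DMSO only wells and 100% = 100 µM nifuroxazide control wells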
PPARg SRC2 recr = agonists of PPARg-SRC-2 recruitment, primary screen, biochemical, HTS | activation, % at 8 µM | actives 0.34% (n = 200,000) | AID 1032, 2008 | Peroxisome proliferator-activated receptor gamma (Homo sapiens), P37231 | PPARgamma LBD-SRC-2 recruitment; in the data active = activation above about 22%;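 also: 0% = vehicle and 100% = reference agonist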
STAT1 blocker = STAT1 signaling inhibitors, primary screen, cell-based, HTS, luciferase reporter | NIH 3T3 STAT1-luciferase reporter, IFN-gamma, luminescence | actives 0.35% (n = 200,000) | inhibition, % at 5.5 µM;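 active = inhibition above a set limit, the mean inhibition across all tested compounds plus 3 SD, cut at about 34% in these data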;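 also: 0% = IFN-gamma with DMSO and 100% = IFN-gamma with 300 µM nifuroxazide; values of inactives mirror those of a sister screen read the other way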
bIAP activator = bovine intestinal alkaline phosphatase activators, primary screen, biochemical, bovine IAP, CDP-star luminescence; purified bovine IAP, 30 min; active compounds read high; fold of DMSO-control signal, blank-subtracted; activation factor at 20 µM; actives 0.17% (n = 200,000); AID 1016, 2008;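 active = activation factor of 2 or more at 20 µM, a signal rise over negative controls twice the positive control's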
bIAP inhibitor = bovine intestinal alkaline phosphatase inhibitors, primary screen, selectivity assay for TNAP inhibitor project, biochemical, bovine IAP, CDP-star luminescence; purified bovine IAP, 30 min; inhibition, % at 20 µM; 190,000 tested, under 10 active; AID 1019, 2008;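 active = over 50% inhibition of intestinal alkaline phosphatase at 20 µM in the single-dose screen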
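System: Purified bovine intestinal alkaline phosphatase (IAP) enzyme | Input: IAP diluted 1/65,000,000 in the well | Also added: CDP-star chemiluminescent phosphatase substrate, 30 µM final | Dosing: 20 µM single dose | Times: Enzyme reaction for 30 min at room temperature | Detection: Luminescence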
* marks the source's active call; other numbers are inactive results; x = no result given.

The opening 2 entries, to show the layout:
No. | smiles | bIAP activator | PPARg SRC-1 ag | TR-FRET SRC-2 ct | bIAP inhibitor | STAT3 blocker | PPARg SRC2 recr | STAT3 act | PPARg SRC3 recr | STAT1 blocker | TNAP act hi DEA | ROMK primary
1 | CCN1CCN(CCCNC(=O)c2cc3cc4ccc(OC)cc4nc3o2)CC1 | 1.1 | 7 | 1463 | -9 | 12 | 6 | 93 | -8 | -15 | 1.1 | x
2 | Cn1c(N)c(S(=O)(=O)NCc2ccccc2Cl)c(=O)n(C)c1=O | 0.9 | 2 | 1673 | 8 | 4 | 9 | 100 | 2 | 4 | 1 | x

Results (from the top)
No. | smiles | bIAP activator | PPARg SRC-1 ag | TR-FRET SRC-2 ct | bIAP inhibitor | STAT3 blocker | PPARg SRC2 recr | STAT3 act | PPARg SRC3 recr | STAT1 blocker | TNAP act hi DEA | ROMK primary
1 | CCN1CCN(CCCNC(=O)c2cc3cc4ccc(OC)cc4nc3o2)CC1 | 1.1 | 7 | 1463 | -9 | 12 | 6 | 93 | -8 | -15 | 1.1 | x
2 | Cn1c(N)c(S(=O)(=O)NCc2ccccc2Cl)c(=O)n(C)c1=O | 0.9 | 2 | 1673 | 8 | 4 | 9 | 100 | 2 | 4 | 1 | x
3 | CCN(CC)c1ccc(/C=C(\C#N)C(=O)NCc2ccco2)cc1 | 0.9 | -4 | 1503 | 11 | -5 | 5 | 101 | 7 | -8 | 0.8 | x
4 | CCOC(=O)C(=O)/C(=C\N(C)C)c1onc(-c2ccccc2Cl)c1C(=O)OC | 1.1 | 0 | 1720 | -6 | 10 | 9 | 96 | 7 | -1 | 1 | x
5 | COc1ccc(S(=O)(=O)n2cnc(C)c2)cc1 | 1 | 6 | 1721 | -3 | 4 | 13 | 102 | 2 | 8 | 1 | 0.31
6 | CC(C)n1nnnc1SCC(=O)NCc1ccc2c(c1)OCO2 | 0.9 | 3 | 1614 | 6 | 8 | 12 | 97 | 11 | 0 | 1.1 | x
7 | CCC(CC)NC(=O)/C=C/c1cccc([N+](=O)[O-])c1 | 0.9 | 3 | 1571 | 10 | -4 | 4 | 105 | 2 | -1 | 1 | -0.066
8 | Cc1cc(C)cc(NCC(=O)Nc2c(C)cccc2C)c1 | 0.9 | 3 | 1640 | 8 | -10 | 1 | 111 | -7 | -1 | 1 | -0.18
9 | CC1(C)CC(=O)C(C2C3=C(CC(C)(C)CC3=O)Oc3ccc4ccccc4c32)C(=O)C1 (centres undefined) | 1.2 | 0 | 1564 | -20 | 16 | -7 | 91 | 1 | -5 | 1.1 | -0.0075
10 | Cc1ccc2cc(C)c(N3CCC(C)CC3)nc2c1 | 0.8 | 2 | 1789 | 20 | 26 | 9 | 86 | 5 | -10 | 1 | -0.85
11 | CSc1cccc(NS(=O)(=O)c2ccc3c(c2)oc(=O)n3C)c1 | 0.9 | 3 | 1621 | 8 | 27 | 3 | 84 | -5 | 7 | 1.1 | x
12 | CCOc1ccc(N)cc1OC | 1 | 3 | 1829 | -2 | -2 | 6 | 107 | 7 | -7 | 1 | 1
13 | CS/C(=N/S(=O)(=O)c1ccc(C)cc1)c1ccccc1 | 0.9 | -6 | 1422 | 12 | -2 | -13 | 100 | 3 | 9 | 1 | -0.15
14 | Cc1ccc(N(C(=O)c2sc(C)nc2C)C(C(=O)NCc2ccco2)c2ccccc2)cc1 (centres undefined) | 1.1 | 1 | 1565 | -10 | 9 | 9 | 95 | 9 | 6 | 1 | x
15 | O=[n+]1c2c(n([O-])c3c1CCCC3)CCCC2 | 1 | 8 | 1636 | -1 | 0 | 6 | 105 | 10 | 0 | 1.1 | x
16 | COC(=O)c1ccc(Oc2nc(N(C)C)nc(N3CCOCC3)n2)cc1 | 1 | -2 | 1437 | -2 | 9 | 2 | 96 | -4 | -5 | 1.1 | x
17 | CN(Cc1ccccc1)c1nc2c(c(=O)[nH]c(=O)n2C)n1CCSc1ncccn1 | x | -1 | 1635 | x | 0 | 2 | 103 | 7 | -3 | x | 0.91
18 | Cc1nnc(SC(C)C(=O)Nc2c(C)n(C)n(-c3ccccc3)c2=O)n1N (centres undefined) | 1.1 | 0 | 1650 | -13 | 4 | -3 | 100 | -2 | -1 | 1 | x
19 | O=C(CSCc1ccccc1)N1CCN(C(=O)c2ccco2)CC1 | 0.9 | 3 | 1696 | 10 | -8 | 5 | 108 | -10 | -8 | 1 | 0.1
20 | CN(CC(=O)Nc1ccc(S(=O)(=O)N(C)C)cc1)Cc1ccc(C(F)(F)F)cc1 | 1.1 | -4 | 1579 | -7 | 2 | -2 | 101 | 1 | -1 | 1.1 | 0.4
21 | NS(=O)(=O)c1ccc(CCNC(=O)c2ccco2)cc1 | 1.3 | -1 | 1495 | -32 | 8 | 8 | 101 | -3 | -5 | 1 | -0.45
22 | CCCn1c(O)c(N=NC(=O)c2ccco2)c2ccccc21 | 1 | 9 | 1784 | 2 | -1 | 5 | 99 | 5 | 0 | 1 | -0.59
23 | COc1ccc(-n2nnnc2-c2cccc(OC)c2)cc1 | 0.8 | 4 | 1581 | 17 | 8 | 15 | 95 | 8 | -5 | 1.1 | x
24 | Cc1ccc(N=Nc2ccc(O)c(/C=N\NC(=O)c3ccc(N)cc3)c2)cc1C | 0.7 | -2 | 1412 | 26 | -4 | -10 | 101 | -4 | 2 | 0.8 | -0.16
25 | COc1ccc(NC(=O)C2CCC(CNS(=O)(=O)c3cccs3)CC2)cc1OC (centres undefined) | 1.1 | 3 | 1750 | -9 | 8 | 11 | 95 | 4 | 5 | 1 | 0.79
26 | O=C1CCCN1CC1CCCN(Cc2nc(COc3ccccc3)no2)C1 (centres undefined) | 0.9 | -4 | 1254 | 8 | -2 | -8 | 104 | -3 | -4 | 1 | 0.68
27 | CCNc1nc(NCC)nc(N(C#N)CCOc2ccccc2)n1 | 1.2 | -5 | 1671 | -24 | -2 | 6 | 108 | 3 | 13 | 1 | -1.4
28 | CCOc1ccc(-n2c(Cc3cc(=O)[nH]c(=O)[nH]3)nnc2SCC(=O)OC)cc1 | 1 | 6 | 1817 | -4 | 7 | 4 | 98 | 12 | 3 | 1 | x
29 | CC1COc2ccccc2N1S(=O)(=O)c1ccccc1 (centres undefined) | 1 | 5 | 1714 | 2 | 2 | 11 | 100 | 4 | 2 | 1 | -0.45
30 | C=CCn1c(SCC(=O)OC)nc2sc3c(c2c1=O)CCN(C)C3 | 1 | -2 | 1764 | 1 | 3 | 0 | 100 | -1 | 0 | 1 | 0.42
31 | C[C@]12CC[C@@H]3c4ccc(O)cc4CC[C@H]3[C@@H]1CC[C@@H]2OC(=O)CCC(=O)O | 0.8 | -1 | 1371 | 18 | -2 | 1 | 104 | 4 | 3 | 1 | x
32 | CC1=C(C(=O)N2CCCC(CCC(=O)NCc3ccccc3F)C2)OCCO1 (centres undefined) | 1.2 | 4 | 1697 | -15 | 5 | 0 | 101 | 2 | -6 | 1 | 0.67
33 | CC(C)(C)NC(=O)CCc1nnc(Cc2c[nH]c3ccccc23)o1 | 1 | 5 | 1612 | 2 | -16 | 15 | 119 | 0 | -3 | 1 | -0.43
34 | Cc1noc(C)c1COC(=O)c1ccc(F)c(S(=O)(=O)N2CCCCC2)c1 | 1 | 0 | 1460 | 0 | 18 | 2 | 93 | 0 | 0 | 1 | -0.27
35 | COc1ccc(NC(=O)C(c2cc3c(cc2[N+](=O)[O-])OCO3)N2CCN(C=O)CC2)cc1 (centres undefined) | 0.9 | -2 | 1490 | 6 | 15 | -1 | 90 | 2 | 4 | 1 | -0.36
36 | COc1cc(/C=N\NC(=O)c2ccc(Cn3nc([N+](=O)[O-])c(Cl)c3C)o2)ccc1O | 0.9 | 2 | 1557 | 10 | -1 | 8 | 101 | 12 | -14 | 1 | 0.17
37 | COc1ccc(NC(=O)CSc2ncnc3c2sc2ccccc23)c(OC)c1 | 0.6 | 0 | 1653 | 42 | -2 | 4 | 101 | 2 | 0 | 1 | x
38 | CCCCC(=O)O[C@H]1CC[C@H]2[C@@H]3CCc4cc(O)ccc4[C@H]3CC[C@]12C | 0.9 | 9 | 1529 | 12 | 0 | 7 | 102 | 1 | -9 | 1 | x
39 | COc1ccc(C2CC(=O)C3=C(C2)Nc2ccccc2N(C(=O)C2CC2)C3c2cccnc2)cc1OC (centres undefined) | 1.2 | 3 | 1496 | -20 | -7 | -2 | 105 | -4 | 0 | 1 | 2
40 | CCN(CC)C(=O)Cn1c(=O)n(CCCC(=O)NCc2ccccc2)c(=O)c2sccc21 | 1.1 | 6 | 1713 | -6 | 1 | -3 | 101 | 2 | 2 | 1.1 | -0.88
41 | C=CCn1c(N)c(C(=O)OC(C)CC)c2nc3ccccc3nc21 (centres undefined) | 1 | 9 | 1468 | -3 | 5 | -1 | 96 | 7 | 4 | 1 | x
42 | CN(C)S(=O)(=O)c1cccn1-c1ncc(C(F)(F)F)cc1Cl | 0.9 | 8 | 1584 | 14 | 12 | 4 | 91 | 7 | -1 | 1 | x
43 | O=C(CN(C(=O)c1cccc([N+](=O)[O-])c1)C1CCCCC1)Nc1ccc(Cl)c([N+](=O)[O-])c1 | 1 | 1 | 1540 | 3 | 0 | -2 | 98 | -4 | -3 | 1.1 | -0.36
44 | CCOc1ccc(S(=O)(=O)Nc2cccc(Cl)c2)cc1 | x | 1 | 1527 | x | 15 | 8 | 92 | -1 | 12 | x | x
45 | Cc1cc(NC(=O)CCC(=O)N(Cc2cccs2)C(C(=O)NC2CCCC2)c2cccnc2)no1 (centres undefined) | 1.1 | -4 | 1482 | -8 | 6 | 8 | 98 | -3 | 3 | 1.1 | x
46 | Cc1c(C(=O)O)[nH]c2ccc([N+](=O)[O-])cc12 | 1.1 | 8 | 1376 | -6 | -6 | 7 | 109 | 2 | 2 | 1 | 0.58
47 | CCCCCCn1c(CN2CCCCC2C)nc2c1c(=O)n(C)c(=O)n2C (centres undefined) | 0.7 | -5 | 1484 | 32 | 8 | 6 | 96 | -1 | 10 | 1 | x
48 | CN(Cc1ccccc1)c1ncc(C=O)s1 | 0.9 | 6 | 1535 | 6 | 5 | -2 | 100 | -2 | -6 | 1 | 0.027
49 | CC(C)c1cccc(O)c(=O)c1 | 1.1 | 4 | 1623 | -7 | -4 | -1 | 105 | 0 | 3 | 1 | 0.0034

Compound activity from PubChem BioAssay.
